Bioassay records from PubChem BioAssay.
HEK293 NOD2/NF-kB: NOD2 signaling inhibitors, cell-based, luminescence, uHTS, HEK293 (AID 1566) | HEK293 NOD2/NF-kB luciferase reporter, luminescence; higher % means a stronger effect | 290,000 tested, 0.63% active | inhibition, % at 4 µM, or EC50 in µM where a hit was titrated; also: many of its hits are not listed in these tables
GPR35 antagonists: GPR35 antagonists blocking zaprinast-driven arrestin recruitment, primary screen, imaging, U2OS, beta-arrestin-GFP, zaprinast agonist (AID 2058) | U2OS GPR35 beta-arrestin-GFP translocation imaging, zaprinast antagonism; higher % means a stronger effect | inhibition, % at 10 µM; hits with a dose series show IC50 in µM | 290,000 tested, 0.052% active;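 active = inhibition of at least 50% with at least 30 cells and total cytoplasm GFP at most 10,000,000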
HIV fusion peptide: inhibitors of HIV fusion peptide binding, primary screen, biochemical, uHTS, fluorescence dequenching (AID 1986); cell-free peptide binding, fluorescence dequenching, 30 min; higher % means a stronger effect; one-dose inhibition, % at 20 µM; IC50 in µM for titrated hits; 290,000 tested, 0.3% active; in the data active = inhibition mostly above about 52%, no sharp cut-off; inactive = mostly below about 76%; also: some results filed as inactive read as strong as hits
NOD1 inhibition: NOD1 signaling inhibitors, primary screen, cell-based, luminescence, uHTS (AID 1578); 290,000 tested, 1% active; NOD1-driven NF-kB luciferase reporter cells, luminescence; higher % means a stronger effect; inhibition, % at 4 µM; hits with a dose series show EC50 in µM; in the data active = inhibition mostly above about 36%, no sharp cut-off; inactive = mostly below about 34%;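 also: HEK-293T reporter cells stimulated with the NOD1 agonist gamma-tri-DAP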
KOR beta-arrestin-1: kappa opioid receptor blockers – cell-based, luminescence, uHTS (AID 1778); KOR beta-arrestin recruitment, luminescence, antagonist mode; higher % means a stronger effect; inhibition, % at 10 µM, or IC50 in µM where a hit was titrated; 290,000 tested, 0.091% active; also: strong numbers were not always called active
Myeloid diff MLP: compounds promoting myeloid differentiation; ER-HoxA9 myeloid progenitors, lysozyme-GFP differentiation, flow cytometry; calls only at 10 µM; 360,000 tested, 1% active; AID 624256;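 active = normalized GFP-positive differentiation at or above the plate's own cutoff, the solvent-only control mean plus 3 SD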;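 also: cells exposed to compound for four days before flow analysis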
GPR55 activation: GPR55 agonists via beta-arrestin recruitment, primary screen, imaging, U2OS cells, beta-arrestin-GFP redistribution (AID 1961). 290,000 tested, 0.048% active. U2OS GPR55 beta-arrestin-GFP redistribution imaging; higher % means a stronger effect. activation, % at 10 µM; hits with a dose series show EC50 in µM;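 active = activation above 40% with more than 50 cells counted in the well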;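 also: U2OS osteosarcoma cells stably expressing GPR55 and beta-arrestin-GFP; plate controls were DMSO negative control for no effect and LPI positive control for full effect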
KOR beta-arrestin-2: kappa opioid receptor activators – cell-based, luminescence, uHTS, primary screen (AID 1777). 280,000 tested, 0.02% active. KOR beta-arrestin recruitment, luminescence; higher % means a stronger effect. activation, % at 10 µM; hits with a dose series show EC50 in µM; in the data active = activation above about 50%, passing the limit was not always enough; also: a part of the inactive calls stands beside numbers as strong as those of hits
GPR55 antagonists: inhibition of LPI-stimulated GPR55 beta-arrestin translocation – imaging, U2OS, beta-arrestin-GFP, LPI agonist, primary screen (AID 2013) | inhibition, % at 10 µM, or IC50 in µM where a hit was titrated | 290,000 tested, 0.13% active | U2OS GPR55 beta-arrestin-GFP translocation imaging, LPI antagonism; higher % means a stronger effect;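 active = spots per cell inhibited over 60%, with over 100 cells counted and total cytoplasm intensity under 500,000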;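 also: U2OS cells stably carrying GPR55 and arrestin-GFP stimulated by 5 µM LPI near EC80; imaged beta-arrestin-GFP aggregate spots per cell after agonist stimulation; plate controls were LPI-stimulated DMSO wells for no effect and DMSO wells without LPI for full effect; some results filed as inactive read as strong as hits; confirmed hits need IC50 under 10 µM and bright autofluorescent wells are also inconclusive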
Myeloid diff MLP GFP+ MAC1+ %: recorded beside Myeloid diff MLP, whose call it bears; GFP+ MAC1+ double positive, %; measured here: differentiation confirmed by MAC1 staining
Starred values were filed as active, the others as inactive. Rule as the data show it, unless noted: active = inhibition above about 50%; inactive = the rest. A portion of the library. The share of hits here may be higher or lower than overall.

Screening CC(C)NC(=O)C(c1ccc(F)cc1)N(C(=O)CCC(=O)Nc1ccccn1)C1CCCC1 (centres undefined) returned HEK293 NOD2/NF-kB 6.3%, GPR35 antagonists -2.5%, HIV fusion peptide 0.7%, NOD1 inhibition -10.9%, KOR beta-arrestin-1 -1.8%, Myeloid diff MLP inactive, GPR55 activation 0.3%, KOR beta-arrestin-2 -1.3%, GPR55 antagonists -5.6% and Myeloid diff MLP GFP+ MAC1+ % 0.3.
`COc1ccc(CNC(=O)CN(C)S(=O)(=O)c2ccc(Br)s2)cc1` gave HEK293 NOD2/NF-kB 8.4%, GPR35 antagonists 9.0%, HIV fusion peptide -0.3%, NOD1 inhibition 6.9%, KOR beta-arrestin-1 -9.8%, Myeloid diff MLP inactive, GPR55 activation -0.2%, KOR beta-arrestin-2 -2.7%, GPR55 antagonists 4.2% and Myeloid diff MLP GFP+ MAC1+ % 0.5.
Screening COC(=O)C(C)NC(=O)C1CCCN1C(=O)CNC(=O)OCc1ccccc1 (centres undefined) returned HEK293 NOD2/NF-kB 13.6%, GPR35 antagonists -6.7%, HIV fusion peptide -2.6%, NOD1 inhibition 1.8%, KOR beta-arrestin-1 2.1%, Myeloid diff MLP inactive, GPR55 activation 0.0%, KOR beta-arrestin-2 -1.3%, GPR55 antagonists -3.5% and Myeloid diff MLP GFP+ MAC1+ % 0.3.
`Cc1cc(C)cc(C(=O)NCC(=O)OCC(=O)NCC(F)(F)F)c1` gave HEK293 NOD2/NF-kB 26.8%, GPR35 antagonists 1.3%, HIV fusion peptide -0.3%, NOD1 inhibition -15.9%, KOR beta-arrestin-1 23.4%, Myeloid diff MLP inactive, GPR55 activation -0.3%, KOR beta-arrestin-2 -2.9%, GPR55 antagonists 5.2% and Myeloid diff MLP GFP+ MAC1+ % 0.8.
`COc1cc(/C=N/Nc2ccc(C)cc2)cc(Br)c1O` gave HEK293 NOD2/NF-kB -17.8%, GPR35 antagonists -3.4%, HIV fusion peptide -0.4%, NOD1 inhibition -19.9%, KOR beta-arrestin-1 4.1%, Myeloid diff MLP inactive, GPR55 activation -0.3%, KOR beta-arrestin-2 -7.2%, GPR55 antagonists -7.6% and Myeloid diff MLP GFP+ MAC1+ % 0.7.
Screening Cc1ccc(S(=O)(=O)N2CCN(C)CC2)cc1C(=O)NC1CCCCC1 returned HEK293 NOD2/NF-kB -10.5%, GPR35 antagonists 4.5%, HIV fusion peptide -0.8%, NOD1 inhibition -31.1%, KOR beta-arrestin-1 -7.3%, Myeloid diff MLP inactive, GPR55 activation -0.1%, KOR beta-arrestin-2 0.6%, GPR55 antagonists 1.9% and Myeloid diff MLP GFP+ MAC1+ % 1.7.
For CCOC(=O)CSc1nnc([C@H](CC(C)C)NC(=O)OC(C)(C)C)o1 the results were HEK293 NOD2/NF-kB 3.5%, GPR35 antagonists -6.4%, HIV fusion peptide 0.1%, NOD1 inhibition -40.7%, KOR beta-arrestin-1 20.1%, Myeloid diff MLP inactive, GPR55 activation -0.2%, KOR beta-arrestin-2 3.9%, GPR55 antagonists 3.8% and Myeloid diff MLP GFP+ MAC1+ % 0.7.
`CCOC(=O)Cn1nc(C)c(NC(=O)COc2ccc(OC)cc2)c1C` gave HEK293 NOD2/NF-kB 13.2%, GPR35 antagonists -3.4%, HIV fusion peptide -0.1%, NOD1 inhibition 1.8%, KOR beta-arrestin-1 17.5%, Myeloid diff MLP inactive, GPR55 activation 0.0%, KOR beta-arrestin-2 -3.1%, GPR55 antagonists -4.6% and Myeloid diff MLP GFP+ MAC1+ % 0.8.
`Cc1ccc(-n2c(SCC(=O)N3CCOCC3)nnc2-c2ccncc2)cc1C` gave HEK293 NOD2/NF-kB 4.2%, GPR35 antagonists -2.7%, HIV fusion peptide 1.1%, NOD1 inhibition -4.7%, KOR beta-arrestin-1 22.7%, Myeloid diff MLP inactive, GPR55 activation -1.9%, KOR beta-arrestin-2 -1.2%, GPR55 antagonists 8.9% and Myeloid diff MLP GFP+ MAC1+ % 0.7.
Screening O=C(Nc1ccc(S(=O)(=O)Nc2nccs2)cc1)c1nn(-c2ccccc2)ccc1=O returned HEK293 NOD2/NF-kB 2.9%, GPR35 antagonists -5.1%, HIV fusion peptide 22.1%, NOD1 inhibition -38.1%, KOR beta-arrestin-1 -20.8%, Myeloid diff MLP inactive, GPR55 activation 0.3%, KOR beta-arrestin-2 -0.9%, GPR55 antagonists -10.9% and Myeloid diff MLP GFP+ MAC1+ % 2.5.
CC(C)COC(=O)c1cccc2c1-c1ccccc1/C2=N\O was read as HEK293 NOD2/NF-kB 15.6%, GPR35 antagonists -4.0%, HIV fusion peptide 1.2%, NOD1 inhibition 14.1%, KOR beta-arrestin-1 4.4%, Myeloid diff MLP inactive, GPR55 activation -0.3%, KOR beta-arrestin-2 -0.1%, GPR55 antagonists 4.1% and Myeloid diff MLP GFP+ MAC1+ % 0.3.
`CC(=O)c1ccc(N2CCN(C(=O)c3ccc4c(Cl)c5c(nc4c3)CCCC5)CC2)cc1` gave HEK293 NOD2/NF-kB -21.3%, GPR35 antagonists 0.7%, HIV fusion peptide 1.0%, NOD1 inhibition 0.7%, KOR beta-arrestin-1 -15.3%, GPR55 activation -0.1%, KOR beta-arrestin-2 3.3% and GPR55 antagonists 20.5%.
For CCCNC(=S)N1CCC(NC(=O)c2ccc(C)cc2)CC1 the results were HEK293 NOD2/NF-kB 9.9%, GPR35 antagonists 15.7%, HIV fusion peptide -1.7%, NOD1 inhibition -6.7%, KOR beta-arrestin-1 5.3%, Myeloid diff MLP inactive, GPR55 activation 0.2%, KOR beta-arrestin-2 5.1%, GPR55 antagonists -0.7% and Myeloid diff MLP GFP+ MAC1+ % 0.7.
CC(=O)Nc1ccc(Nc2ccc(S(=O)(=O)C(F)(F)F)cc2[N+](=O)[O-])cc1 was read as HEK293 NOD2/NF-kB 20.0%, GPR35 antagonists -10.8%, HIV fusion peptide -4.5%, NOD1 inhibition 7.2%, KOR beta-arrestin-1 0.6%, Myeloid diff MLP inactive, GPR55 activation 0.4%, KOR beta-arrestin-2 -3.8%, GPR55 antagonists -2.8% and Myeloid diff MLP GFP+ MAC1+ % 0.6.
Screening Cc1ccccc1NC(=O)c1cc2c(C)nc3ccccc3c2o1 returned HEK293 NOD2/NF-kB 11.7%, GPR35 antagonists -3.5%, HIV fusion peptide -1.1%, NOD1 inhibition -18.0%, KOR beta-arrestin-1 -14.0%, Myeloid diff MLP inactive, GPR55 activation -0.4%, KOR beta-arrestin-2 -3.7%, GPR55 antagonists 12.3% and Myeloid diff MLP GFP+ MAC1+ % 0.8.
`COCCCNCC(O)COc1cccc2[nH]c(C)cc12` (centres undefined) gave HEK293 NOD2/NF-kB 0.0%, GPR35 antagonists -14.4%, HIV fusion peptide -1.6%, NOD1 inhibition -23.6%, KOR beta-arrestin-1 -25.0%, Myeloid diff MLP inactive, GPR55 activation 0.2%, KOR beta-arrestin-2 -1.4%, GPR55 antagonists 14.6% and Myeloid diff MLP GFP+ MAC1+ % 0.3.
`O=C(OCc1ccccc1)N1CCCC1/C=C/CN1CCOCC1` (centres undefined) gave HEK293 NOD2/NF-kB 9.2%, GPR35 antagonists -2.7%, HIV fusion peptide -1.4%, NOD1 inhibition -24.7%, KOR beta-arrestin-1 -5.2%, Myeloid diff MLP inactive, GPR55 activation -0.4%, KOR beta-arrestin-2 -3.2%, GPR55 antagonists -1.7% and Myeloid diff MLP GFP+ MAC1+ % 0.2.
`O=C(Cn1cc(/C=N/NC(=O)c2cccc(C(F)(F)F)c2)c2ccccc21)Nc1ccc(F)cc1` gave HEK293 NOD2/NF-kB -1.8%, GPR35 antagonists 8.2%, HIV fusion peptide -2.2%, NOD1 inhibition -0.6%, KOR beta-arrestin-1 -7.6%, Myeloid diff MLP inactive, GPR55 activation -0.1%, KOR beta-arrestin-2 7.6%, GPR55 antagonists 22.2% and Myeloid diff MLP GFP+ MAC1+ % 0.5.
For Cc1cc(N)c2ccccc2n1 the results were HEK293 NOD2/NF-kB -8.5%, GPR35 antagonists -5.4%, HIV fusion peptide 1.3%, NOD1 inhibition -45.9%, KOR beta-arrestin-1 -16.1%, Myeloid diff MLP inactive, GPR55 activation 1.0%, KOR beta-arrestin-2 2.8%, GPR55 antagonists 4.9% and Myeloid diff MLP GFP+ MAC1+ % 0.5.
Cc1cc(C)c(C(=O)COc2cccnc2[N+](=O)[O-])cc1C was read as HEK293 NOD2/NF-kB 2.0%, GPR35 antagonists -4.9%, HIV fusion peptide 3.2%, NOD1 inhibition 3.3%, KOR beta-arrestin-1 -4.8%, Myeloid diff MLP inactive, GPR55 activation 0.0%, KOR beta-arrestin-2 8.2%, GPR55 antagonists -6.2% and Myeloid diff MLP GFP+ MAC1+ % 0.7.
`COc1cccc(C2C(C(=O)c3ccc(C)o3)=C(O)C(=O)N2c2cc(C)on2)c1` (centres undefined) gave HEK293 NOD2/NF-kB 8.4%, GPR35 antagonists 5.3%, HIV fusion peptide 1.4%, NOD1 inhibition -13.0%, KOR beta-arrestin-1 33.2%, Myeloid diff MLP inactive, GPR55 activation 0.3%, KOR beta-arrestin-2 1.7%, GPR55 antagonists 12.6% and Myeloid diff MLP GFP+ MAC1+ % 2.6.
CCC(C)(C)c1ccc(OCCCC[n+]2ccccc2)c(C(C)(C)CC)c1 was read as HEK293 NOD2/NF-kB 12.0%, GPR35 antagonists 3.8%, HIV fusion peptide 4.0%, NOD1 inhibition 11.8%, KOR beta-arrestin-1 6.1%, Myeloid diff MLP inactive, GPR55 activation -0.3%, KOR beta-arrestin-2 16.5%, GPR55 antagonists -6.4% and Myeloid diff MLP GFP+ MAC1+ % 0.5.
Screening O=C(Nc1ccc2ccccc2n1)c1ccc(Cl)cc1 returned HEK293 NOD2/NF-kB -144.4%, GPR35 antagonists 0.4%, HIV fusion peptide -0.6%, NOD1 inhibition -21.2%, KOR beta-arrestin-1 7.4%, Myeloid diff MLP inactive, GPR55 activation 0.4%, KOR beta-arrestin-2 0.2%, GPR55 antagonists -3.2% and Myeloid diff MLP GFP+ MAC1+ % 0.4.
CCN(CC)C(=O)COc1ccc(/C(C)=N/NC(=O)c2ccccc2-n2cccc2)cc1 was read as HEK293 NOD2/NF-kB 17.9%, GPR35 antagonists -6.3%, HIV fusion peptide -1.0%, NOD1 inhibition -11.1%, KOR beta-arrestin-1 17.0%, Myeloid diff MLP inactive, GPR55 activation -0.1%, KOR beta-arrestin-2 -5.7%, GPR55 antagonists 12.9% and Myeloid diff MLP GFP+ MAC1+ % 0.7.
CCOC(=O)C1(CCOc2ccccc2)CCN(Cc2cccs2)CC1 was read as HEK293 NOD2/NF-kB -13.2%, GPR35 antagonists -2.0%, HIV fusion peptide -1.3%, NOD1 inhibition -8.5%, KOR beta-arrestin-1 -26.5%, Myeloid diff MLP inactive, GPR55 activation 0.4%, KOR beta-arrestin-2 -2.2%, GPR55 antagonists 9.9% and Myeloid diff MLP GFP+ MAC1+ % 0.8.
